Screening results from PubChem.
TDP2 absorb = TDP2 (human) inhibition, absorbance primary screen. inhibition, % at 12.8 µM. AID 720702. recombinant TDP2, T5PNP hydrolysis, p-nitrophenol absorbance 415 nm. 0.34% of 370,000 active. O95551;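 active = inhibition above the mean of all tested compounds plus 3 SD, set per campaign, cut at about 25% in these data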;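 also: 0% = DMSO with enzyme and 100% = buffer with substrate but no TDP2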
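Incubation: 2 h at 37 °C; Test system: recombinant human TDP2; Quantity: enzyme 120 nM; Read-out basis: percent inhibition; Medium: 50 mM Tris-HCl pH 7.5 with Mg2+, KCl, DTT, BSA; Repeats: single replicate; Compound: 12.8 µM single point, 1% DMSO; Signal: epi absorbance; Reagent: 5 mM T5PNP chromogenic substrate; Benchmarks: no-enzyme high, DMSO-plus-enzyme low.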
LEDGF integ inh = blocks HIV-1 LEDGF/p75-dependent DNA integration; TR-FRET IN-LEDGF/p75 DNA integration, Eu/Cy5; 0.64% of 370,000 active; inhibition, % at 3.7 µM;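 active = inhibition above the screen-wide mean plus 3 SD, cut at about 13% in these data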;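 also: signal is the Cy5 over europium emission ratio at 671 and 618 nm; 0% = plate median of compound wells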
ARFGAP1 inh = inhibitors of rat ARFGAP1 | Q62848 | Arfgap1-stimulated ARF1 GTP hydrolysis, GDP FP detection | inhibition, % at 16.5 µM | 0.26% of 360,000 active | AID 651572;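 active = inhibition above a per-plate limit, mean inhibition of low control wells plus 3 SD, cut at about 25% in these data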;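 also: 0% = DMSO wells with enzyme and 100% = wells lacking Arfgap1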
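Replicates: Single well per compound | Assay system: Truncated rat Arfgap1 GAP domain | Control set: No-Arfgap1 wells (100%) versus DMSO full-reaction wells (0%) | Times: Enzyme reaction 120 min at 25 °C after 20 min preincubation | Reagent: Human ARF1(Δ1-17)-GTP substrate | Measured by: Tracer-displacement fluorescence polarization with EDTA stop, 620/688 nm | Measure: Percent inhibition of Arfgap1-stimulated GTP hydrolysis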
DDE Tn6 FP inh = disrupts Tn6 cyclic peptide binding to fibrin D-Dimer-E complex; 0.21% of 370,000 active; AID 720509; Fibrin DD(E) TRITC-Tn6 fluorescence polarization displacement; inhibition, % at 8.3 µM;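 active = inhibition above a per-campaign cutoff: mean of compounds within control limits plus 3 SD, cut at about 15% in these data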;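 also: 0% = median of all compound wells on the plate and 100% = blocking peptide control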
ADAM10 inh = inhibitors of human ADAM10; recombinant ADAM10, EDANS/DABCYL FRET peptide cleavage, 3 h; inhibition, % at 7 µM; 0.62% of 370,000 active;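 active = inhibition above a per-campaign cutoff equal to the mean of compounds falling between control-based bounds plus 3 SD, cut at about 20% in these data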;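 also: 0% = DMSO wells while the 100% control is not disclosed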
proKLK7 act = proKLK7 (human) activation, primary screen; P49862; purified proKLK7, EDANS-DABCYL substrate fluorescence; 100% is mature enzyme control, 0% vehicle; activation, % at 7 µM; 0.9% of 370,000 active; AID 652039;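 active = activation above the mean of all tested compounds plus 3 SD, computed per campaign excluding outliers beyond control limits, cut at about 13% in these data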
ADAM17 inh = ADAM17 inhibition, QFRET primary screen | recombinant ADAM17, EDANS/DABCYL FRET peptide cleavage | inhibition, % at 6.95 µM | 0.83% of 370,000 active | AID 720648;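 active = inhibition above the mean of compounds lying between control limits plus 3 SD, set per campaign, cut at about 8.5% in these data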;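 also: 0% = DMSO-only wells as the low control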
Target sequence (P78536 215-824 limits assumed): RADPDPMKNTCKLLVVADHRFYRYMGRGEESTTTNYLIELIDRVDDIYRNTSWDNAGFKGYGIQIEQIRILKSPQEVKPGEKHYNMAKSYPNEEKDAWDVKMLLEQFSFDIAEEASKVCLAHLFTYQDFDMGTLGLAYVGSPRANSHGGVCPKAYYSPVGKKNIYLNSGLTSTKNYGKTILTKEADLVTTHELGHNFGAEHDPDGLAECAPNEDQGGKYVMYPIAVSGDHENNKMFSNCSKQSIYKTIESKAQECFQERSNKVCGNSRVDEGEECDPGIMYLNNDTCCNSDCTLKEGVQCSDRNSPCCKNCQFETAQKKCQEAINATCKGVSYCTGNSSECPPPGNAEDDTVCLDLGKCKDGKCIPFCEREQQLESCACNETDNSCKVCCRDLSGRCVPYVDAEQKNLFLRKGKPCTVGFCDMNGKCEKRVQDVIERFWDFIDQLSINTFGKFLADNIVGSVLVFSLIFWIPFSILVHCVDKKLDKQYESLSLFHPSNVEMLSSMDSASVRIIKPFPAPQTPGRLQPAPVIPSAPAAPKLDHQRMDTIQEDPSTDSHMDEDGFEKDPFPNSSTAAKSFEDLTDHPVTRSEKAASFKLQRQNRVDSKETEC
ASAP1 inh = inhibitors of human ASAP1 ArfGAP activity; inhibition, % at 16.5 µM; ASAP1-stimulated ARF1 GTP hydrolysis, GDP FP detection; 0.19% of 360,000 active; Q9ULH1; in the data active = inhibition above about 25%;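 also: 0% = vehicle with enzyme and substrate and 100% = no enzyme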
Target sequence (Q9ULH1 325-724 limits assumed): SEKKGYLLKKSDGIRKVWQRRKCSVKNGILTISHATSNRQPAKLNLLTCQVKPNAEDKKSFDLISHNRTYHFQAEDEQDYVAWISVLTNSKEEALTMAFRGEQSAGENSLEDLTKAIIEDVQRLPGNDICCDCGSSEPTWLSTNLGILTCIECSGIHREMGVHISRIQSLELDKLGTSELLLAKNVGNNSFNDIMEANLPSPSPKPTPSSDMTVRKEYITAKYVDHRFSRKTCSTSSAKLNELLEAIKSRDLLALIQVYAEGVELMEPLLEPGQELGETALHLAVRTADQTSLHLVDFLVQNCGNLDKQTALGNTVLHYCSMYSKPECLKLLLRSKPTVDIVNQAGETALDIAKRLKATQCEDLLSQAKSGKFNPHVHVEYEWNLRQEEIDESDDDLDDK
PLCg1 inh = inhibitors of human phospholipase C gamma1 | inhibition, % at 12.2 µM | 0.84% of 370,000 active | P19174 | purified PLC-gamma1, fluorogenic substrate, fluorescence; in the data active = inhibition above about 9.5%
DDE Tn7 FP inh = inhibitors of Tn7 peptide binding to human fibrin DD(E) | FP displacement of FITC-Tn7 peptide from fibrin DD(E); 0% = median of compound wells per plate | AID 720508 | 0.13% of 370,000 active | P02675 | inhibition, % at 8.3 µM;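 active = inhibition above the mean of compounds falling within the control limits plus 3 SD of them, cut at about 14% in these data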;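 also: 0% = plate median of compound wells and 100% = 10 µM Aha-Tn7 peptide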
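Assay system: Fibrin-DD(E) protein isolated from polymerized human fibrin clots; read-out basis: percent inhibition; medium: Tris/NaCl/CaCl2 buffer, pH 7.8; signal: FP measurement; incubation: 10 min plus 3 h, room temperature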
* = called active by the depositor.

Screening CCn1c(CCNC(=O)c2ccc(OC)cc2)nnc1SCc1ccc(Cl)cc1Cl returned TDP2 absorb -3, LEDGF integ inh -1, ARFGAP1 inh -12, DDE Tn6 FP inh 0, ADAM10 inh 4, proKLK7 act 0.1, ADAM17 inh 2, ASAP1 inh -4, PLCg1 inh 0 and DDE Tn7 FP inh 9.
Screening CC(O)(c1cccc(F)c1)c1nc(-c2ccc3ccccc3c2)cs1 (configuration not stated) returned TDP2 absorb 2, LEDGF integ inh 1, ARFGAP1 inh 9, DDE Tn6 FP inh -7, ADAM10 inh 18, proKLK7 act 0.0, ADAM17 inh 8, ASAP1 inh 5, PLCg1 inh 0 and DDE Tn7 FP inh 5.
`O=C(NCCc1ccccc1)C1Cc2c(-c3ccc4c(c3)OCO4)ccnc2O1` (configuration not stated) gave TDP2 absorb -4, LEDGF integ inh 4, ARFGAP1 inh -7, DDE Tn6 FP inh -3, ADAM10 inh -57, proKLK7 act -0.2, ADAM17 inh -13, ASAP1 inh 10, PLCg1 inh -3 and DDE Tn7 FP inh -7.
Screening COC(=O)c1cc(C(=O)OCC(=O)NC2CCCC2)cc([N+](=O)[O-])c1 returned TDP2 absorb -1, LEDGF integ inh -3, ARFGAP1 inh 9, DDE Tn6 FP inh -6, ADAM10 inh 2, proKLK7 act 0.8, ADAM17 inh 0, ASAP1 inh -21, PLCg1 inh 3 and DDE Tn7 FP inh -2.
`COc1cc(NC(=O)COC(=O)c2ccc3ccccc3n2)cc(OC)c1` gave TDP2 absorb -5, LEDGF integ inh 0, ARFGAP1 inh -4, DDE Tn6 FP inh 10, ADAM10 inh -5, proKLK7 act -0.1, ADAM17 inh 4, ASAP1 inh 4, PLCg1 inh -7 and DDE Tn7 FP inh 0.
Screening CC(=O)c1cccc(S(=O)(=O)N2CCC(n3nnc4cc(F)ccc43)CC2)c1 returned TDP2 absorb -5, LEDGF integ inh 0, ARFGAP1 inh 4, DDE Tn6 FP inh -1, ADAM10 inh -7, proKLK7 act -0.2, ADAM17 inh -5, ASAP1 inh -7, PLCg1 inh -2 and DDE Tn7 FP inh 1.
`O=C(COC(=O)c1ccco1)Nc1cc(S(=O)(=O)N2CCOCC2)ccc1Cl` gave TDP2 absorb 5, LEDGF integ inh 2, ARFGAP1 inh -21, DDE Tn6 FP inh 4, ADAM10 inh -5, proKLK7 act 0.0, ADAM17 inh -4, ASAP1 inh 5, PLCg1 inh 1 and DDE Tn7 FP inh -2.
O=C(Cn1nnc(-c2ccccc2)n1)OCc1ccccc1 was read as TDP2 absorb -9, LEDGF integ inh -3, ARFGAP1 inh 5, DDE Tn6 FP inh 0, ADAM10 inh 11, proKLK7 act -0.2, ADAM17 inh 6, ASAP1 inh 21, PLCg1 inh 0 and DDE Tn7 FP inh 8.
For COc1cccc(S(=O)(=O)Nc2cccnc2)c1 the results were TDP2 absorb -2, LEDGF integ inh 2, ARFGAP1 inh -3, DDE Tn6 FP inh 10, ADAM10 inh 1, proKLK7 act 0.6, ADAM17 inh 1, ASAP1 inh 15, PLCg1 inh 3 and DDE Tn7 FP inh -8.
Screening Cc1nn(-c2ccccc2)c(C)c1/C=N/NC(=O)c1cc(-c2cccs2)[nH]n1 returned TDP2 absorb 1, LEDGF integ inh 1, ARFGAP1 inh 10, DDE Tn6 FP inh -12, ADAM10 inh 1, proKLK7 act 1.2, ADAM17 inh -2, ASAP1 inh 14, PLCg1 inh -1 and DDE Tn7 FP inh 2.
Clc1ccc(OCCN2CCOCC2)cc1 was read as TDP2 absorb 13, LEDGF integ inh 0, ARFGAP1 inh 3, DDE Tn6 FP inh 11, ADAM10 inh -6, proKLK7 act 0.7, ADAM17 inh -3, ASAP1 inh 2, PLCg1 inh 2 and DDE Tn7 FP inh -5.
CCOC(=O)c1sc(NC(=O)COC(=O)CNC(=O)c2ccco2)c(C(=O)OCC)c1C was read as TDP2 absorb -7, LEDGF integ inh 2, ARFGAP1 inh 6, DDE Tn6 FP inh 10, ADAM10 inh 5, proKLK7 act 0.3, ADAM17 inh 0, ASAP1 inh -4, PLCg1 inh 4 and DDE Tn7 FP inh 7.
For COc1ccc(S(=O)(=O)N2CCC(C(=O)NC3CC3)CC2)cc1OC the results were TDP2 absorb 2, LEDGF integ inh -4, ARFGAP1 inh 4, DDE Tn6 FP inh 4, ADAM10 inh 0, proKLK7 act -0.4, ADAM17 inh -7, ASAP1 inh -4, PLCg1 inh 4 and DDE Tn7 FP inh 5.
Screening Fc1ccc(-n2c(-c3ccc4ccccc4n3)n[nH]c2=S)cc1Cl returned TDP2 absorb -4, LEDGF integ inh -2, ARFGAP1 inh 2, DDE Tn6 FP inh 7, ADAM10 inh 3, proKLK7 act 0.9, ADAM17 inh -1, ASAP1 inh -8, PLCg1 inh -41 and DDE Tn7 FP inh -5.
`Cc1c(NC(=O)C2(C)CCCCC2)c(=O)n(-c2ccccc2)n1C` gave TDP2 absorb 1, LEDGF integ inh -1, ARFGAP1 inh 2, DDE Tn6 FP inh -5, ADAM10 inh 2, proKLK7 act 0.2, ADAM17 inh -1, ASAP1 inh 9, PLCg1 inh 4 and DDE Tn7 FP inh -7.

Already shown: two of the compounds above.
Screening CC(=O)c1cccc(S(=O)(=O)N2CCC(n3nnc4cc(F)ccc43)CC2)c1 returned TDP2 absorb -5, LEDGF integ inh 0, ARFGAP1 inh 4, DDE Tn6 FP inh -1, ADAM10 inh -7, proKLK7 act -0.2, ADAM17 inh -5, ASAP1 inh -7, PLCg1 inh -2 and DDE Tn7 FP inh 1.
`O=C(COC(=O)c1ccco1)Nc1cc(S(=O)(=O)N2CCOCC2)ccc1Cl` gave TDP2 absorb 5, LEDGF integ inh 2, ARFGAP1 inh -21, DDE Tn6 FP inh 4, ADAM10 inh -5, proKLK7 act 0.0, ADAM17 inh -4, ASAP1 inh 5, PLCg1 inh 1 and DDE Tn7 FP inh -2.

Further compounds
C=CCNC(=O)C1CCN(c2cnccn2)CC1 was read as TDP2 absorb -8, LEDGF integ inh -5, ARFGAP1 inh -7, DDE Tn6 FP inh 3, ADAM10 inh -18, proKLK7 act -0.4, ADAM17 inh -8, ASAP1 inh -8, PLCg1 inh -8 and DDE Tn7 FP inh 1.
For Cc1ccccc1NC(=O)c1cccc(C(=O)Nc2ccccc2C)c1 the results were TDP2 absorb -20, LEDGF integ inh 4, ARFGAP1 inh 4, DDE Tn6 FP inh -3, ADAM10 inh -1, proKLK7 act 0.1, ADAM17 inh 4, ASAP1 inh -5, PLCg1 inh 12* and DDE Tn7 FP inh -2.
`O=C(Cc1cccs1)N1CCN(c2ccc([N+](=O)[O-])cc2)CC1` gave TDP2 absorb -8, LEDGF integ inh 2, ARFGAP1 inh -1, DDE Tn6 FP inh -9, ADAM10 inh 3, proKLK7 act 0.0, ADAM17 inh 0, ASAP1 inh 6, PLCg1 inh -2 and DDE Tn7 FP inh 6.
For CC(=O)c1ccc(OCC(=O)N2CCN(S(=O)(=O)c3ccc(Br)s3)CC2)cc1 the results were TDP2 absorb -7, LEDGF integ inh -1, ARFGAP1 inh 8, DDE Tn6 FP inh -8, ADAM10 inh -15, proKLK7 act 0.4, ADAM17 inh 6, ASAP1 inh -11, PLCg1 inh 5 and DDE Tn7 FP inh -5.
O=C(OCc1cc([N+](=O)[O-])cc2c1OCOC2)c1cccnc1SC(F)F was read as TDP2 absorb -23, LEDGF integ inh -10, ARFGAP1 inh 1, DDE Tn6 FP inh -8, ADAM10 inh -11, proKLK7 act 0.0, ADAM17 inh -1, ASAP1 inh 16, PLCg1 inh 2 and DDE Tn7 FP inh -1.
Screening Cc1cccc(NC(=O)CCOc2ccccc2)c1 returned TDP2 absorb 7, LEDGF integ inh 3, ARFGAP1 inh 10, DDE Tn6 FP inh -6, ADAM10 inh -4, proKLK7 act -0.1, ADAM17 inh -3, ASAP1 inh 24, PLCg1 inh 3 and DDE Tn7 FP inh -3.
For O=C(NCCCn1ccnc1)c1ccc(N2CCCCCC2)c([N+](=O)[O-])c1 the results were TDP2 absorb -1, LEDGF integ inh 1, ARFGAP1 inh 5, DDE Tn6 FP inh 1, ADAM10 inh 7, proKLK7 act 0.4, ADAM17 inh -3, ASAP1 inh 6, PLCg1 inh -2 and DDE Tn7 FP inh 3.
`COc1ccc(NC(=O)CCCNC(=O)Cn2cnc3sc(C)c(C)c3c2=O)c(OC)c1` gave TDP2 absorb -7, LEDGF integ inh 3, ARFGAP1 inh 2, DDE Tn6 FP inh 3, ADAM10 inh 1, proKLK7 act -0.5, ADAM17 inh -2, ASAP1 inh 7, PLCg1 inh 1 and DDE Tn7 FP inh 3.
Screening COc1ccc(C2CC(c3ccc(Br)cc3)=NN2C(=O)CCC(=O)O)cc1OC (configuration not stated) returned TDP2 absorb -3, LEDGF integ inh 0, ARFGAP1 inh 4, DDE Tn6 FP inh -1, ADAM10 inh -2, proKLK7 act 0.2, ADAM17 inh 2, ASAP1 inh 6, PLCg1 inh 3 and DDE Tn7 FP inh -5.
For Cc1ccccc1C(=O)Nc1ccccc1Sc1ccccc1 the results were TDP2 absorb -24, LEDGF integ inh 2, ARFGAP1 inh 5, DDE Tn6 FP inh -7, ADAM10 inh 11, proKLK7 act 0.7, ADAM17 inh 10*, ASAP1 inh -6, PLCg1 inh 11* and DDE Tn7 FP inh -1.
O=C(NCCCNC(=O)NC1CCCCC1)NC1CCCCC1 was read as TDP2 absorb -1, LEDGF integ inh 0, ARFGAP1 inh 9, DDE Tn6 FP inh 3, ADAM10 inh -2, proKLK7 act -0.8, ADAM17 inh 3, ASAP1 inh 1, PLCg1 inh 4 and DDE Tn7 FP inh -7.
`O=C(Nc1cccc(NC(=O)c2ccccc2)n1)c1ccccc1` gave TDP2 absorb -9, LEDGF integ inh 2, ARFGAP1 inh 18, DDE Tn6 FP inh -4, ADAM10 inh 5, proKLK7 act 0.1, ADAM17 inh 3, ASAP1 inh 3, PLCg1 inh 0 and DDE Tn7 FP inh -4.
COc1cc(CNC2CCC(C)C2)cc(OC)c1 (configuration not stated) was read as TDP2 absorb 2, LEDGF integ inh 1, ARFGAP1 inh 9, DDE Tn6 FP inh 3, ADAM10 inh 7, proKLK7 act -0.7, ADAM17 inh -3, ASAP1 inh 9, PLCg1 inh 1 and DDE Tn7 FP inh 3.
Cc1ccc(-c2nc(P(=O)(c3ccccc3)c3ccccc3)c(N3CCOCC3)o2)cc1 was read as TDP2 absorb -8, LEDGF integ inh -4, ARFGAP1 inh -1, DDE Tn6 FP inh -2, ADAM10 inh -21, proKLK7 act 1.2, ADAM17 inh -6, ASAP1 inh 4, PLCg1 inh -31 and DDE Tn7 FP inh 3.

Rows were taken by chance; 4.2% or so of the library scored in one or more.
